Tau fluor cs: Counterscreen qHTS for Inhibitors of Tau Fibril Formation, Fluorescence Polarization; tau K18 P301L Alexa594 fluorescence, heparin fibrillization; Potency, µM (series often up to 57.7 µM), inactives show at the top dose activity change, negative = decrease; 280,000 compounds, 0.93% hits; further: nearly all actives have a fitted effect of over 55% in size
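Human K18 P301L tau (15 uM unlabeled plus 0.24 uM Alexa 594-labeled, final) in 100 mM sodium acetate pH 7 was mixed with compound and 20 uM heparin and incubated 6 hr at 37 C.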
ALDH1A1 inh: qHTS Assay for Inhibitors of Aldehyde Dehydrogenase 1 (ALDH1A1); Potency, µM (titrated, usually from 75.3 µM), inactives show at the highest dose activity, negative = inhibition, most hits filed as inhibitors; Purified ALDH1A1, NADH fluorescence, propionaldehyde substrate; 220,000 compounds, 7.3% hits; AID 1030, 2008; active means well fitted inhibition curve with a large enough effect, not every such curve was filed as active; inconclusive means small, poorly fitted or top-dose-only effect, or another doubt; inactive means no such curve, though single readings can be large or run the other way;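 further: plate controls were no enzyme wells and a reference inhibitor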
L3MBTL1 block: qHTS Assay for the Inhibitors of L3MBTL1 | 230,000 compounds, 0.66% hits | AlphaScreen L3MBTL1–H3K9me1 peptide binding | Lethal(3)malignant brain tumor-like protein 1 (Homo sapiens), Q9Y468 | Potency, µM (highest dose often 57.1 µM), for the others: at the highest dose activity, negative = inhibition, actives largely listed as inhibitors; further: nearly all actives have a fitted effect of over 60% in size
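L3MBTL1 50 nM + b-AHA-H3(1-15)K9me1 75 nM, 30 min RT; compound added, 30 min RT; streptavidin donor/Ni-chelate acceptor beads 10 ug/mL each final, 30 min RT dark; AlphaScreen read.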
TR SRC2 fluor cs: Total Fluorescence Counterscreen for Inhibitors of the Interaction of Thyroid Hormone Receptor and Steroid Receptor Coregulator 2; TRb/SRC2 Texas Red total fluorescence interference; Potency, µM (highest dose often 106 µM), for the others: at the top dose fluorescence change, negative = quenching; 280,000 compounds, 0.29% hits; active means well fitted curve in either direction with a large enough effect; inconclusive means small, poorly fitted or top-dose-only effect
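Human TRb ligand-binding domain at 0.6 uM with 20 nM Texas Red SRC2 peptide in Tris buffer containing 1 uM T3 and 5% DMSO, incubated with compound 5 h at ambient temperature. Total fluorescence (555/632 nm) calculated as parallel + 2 × perpendicular.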
TRb-SRC2 inh: qHTS for Inhibitors of the Interaction of Thyroid Hormone Receptor and Steroid Receptor Coregulator 2. 280,000 compounds, 0.065% hits. AID 1469, 2008. Thyroid hormone receptor beta (Homo sapiens), P10828. TRbeta-SRC2 peptide binding, fluorescence polarization; receptor liganded with 1 µM T3. Potency, µM (doses to about 106 µM), without a hit: at the highest dose activity change, negative = inhibition, usual class: inhibitors;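 further: plate controls were bound peptide for no effect and peptide without receptor for full effect; nearly all actives have a fitted effect of over 50% in size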
Target sequence (P10828 whole entry, looked up): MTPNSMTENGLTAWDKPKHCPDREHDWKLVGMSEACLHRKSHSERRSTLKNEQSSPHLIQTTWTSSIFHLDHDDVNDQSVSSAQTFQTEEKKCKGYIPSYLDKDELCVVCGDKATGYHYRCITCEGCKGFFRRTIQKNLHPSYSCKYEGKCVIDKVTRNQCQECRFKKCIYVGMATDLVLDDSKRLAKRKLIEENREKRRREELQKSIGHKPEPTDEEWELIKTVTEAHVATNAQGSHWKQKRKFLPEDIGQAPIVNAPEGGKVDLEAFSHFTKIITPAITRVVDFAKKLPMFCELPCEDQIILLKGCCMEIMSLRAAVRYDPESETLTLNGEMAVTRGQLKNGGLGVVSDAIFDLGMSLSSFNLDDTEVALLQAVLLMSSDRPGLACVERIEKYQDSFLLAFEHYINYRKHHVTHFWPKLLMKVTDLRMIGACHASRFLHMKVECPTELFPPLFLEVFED
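Fluorescence polarization of 20 nM Texas Red SRC2 peptide with 0.6 uM human TRb ligand-binding domain, in Tris buffer with 1uM T3 and 5% DMSO. Incubated 5 hr ambient; normalized to unbound and bound controls.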
Tau fibril FP: qHTS for Inhibitors of Tau Fibril Formation, Fluorescence Polarization; 280,000 compounds, 0.39% hits; AID 1468, 2008; Potency, µM (highest dose often 57.7 µM), inactives show top-dose activity, negative = inhibition, most hits filed as inhibitors; K18 P301L tau heparin fibrillization, Alexa594 FP, 6 h; Microtubule-associated protein tau (Homo sapiens), P10636; further: nearly all actives have a fitted effect of over 55% in size
Target sequence (P10636 561-689 P618L limits assumed): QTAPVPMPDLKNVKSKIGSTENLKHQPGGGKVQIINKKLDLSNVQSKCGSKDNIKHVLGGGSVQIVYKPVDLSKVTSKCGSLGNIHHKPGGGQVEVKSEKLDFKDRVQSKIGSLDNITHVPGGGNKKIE
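K18 P301L tau (15 uM unlabeled/0.24 uM Alexa 594-labeled, final) + compound + heparin 20 uM final; 100 mM NaOAc pH 7; 6 hr 37 C; ThT 30 uM final added, 1 hr RT; FP ex 555/em 632 nm.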
Tau ThT inhib: qHTS for Inhibitors of Tau Fibril Formation, Thioflavin T Binding. recombinant tau K18 P301L (four-repeat tau fragment), heparin-induced fibrillization, ThT fluorescence. Potency, µM (titrated, usually from 57.4 µM), for inactives: at the top dose activity, negative = inhibition, most hits filed as inhibitors. 270,000 compounds, 2.1% hits. Microtubule-associated protein tau (Homo sapiens), P10636. AID 1460, 2008; further: nearly all actives have a fitted effect of over 55% in size
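Recombinant human tau K18 fragment […] carrying P301L, 15 uM unlabeled plus 0.24 uM Alexa 594-labeled, was fibrillized with 20 uM heparin in 100 mM sodium acetate pH 7 for 6 hr at 37 C; 30 uM ThT fluorescence read after 1 hr.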
GLA spleen mod: qHTS Assay for Inhibitors and Activators of Human alpha-Galactosidase From Spleen Homogenate. Alpha-galactosidase A (Homo sapiens), P06280. human spleen homogenate, 4MU-alpha-Gal fluorescence, 40 min. Potency, µM (doses to about 80 µM), without a hit: top-dose activity change, negative = inhibition, actives largely listed as inhibitors. 240,000 compounds, 0.008% hits;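 further: 0% = enzyme with vehicle and -100% = no enzyme basal signal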
Target sequence (P06280 32-429 limits assumed): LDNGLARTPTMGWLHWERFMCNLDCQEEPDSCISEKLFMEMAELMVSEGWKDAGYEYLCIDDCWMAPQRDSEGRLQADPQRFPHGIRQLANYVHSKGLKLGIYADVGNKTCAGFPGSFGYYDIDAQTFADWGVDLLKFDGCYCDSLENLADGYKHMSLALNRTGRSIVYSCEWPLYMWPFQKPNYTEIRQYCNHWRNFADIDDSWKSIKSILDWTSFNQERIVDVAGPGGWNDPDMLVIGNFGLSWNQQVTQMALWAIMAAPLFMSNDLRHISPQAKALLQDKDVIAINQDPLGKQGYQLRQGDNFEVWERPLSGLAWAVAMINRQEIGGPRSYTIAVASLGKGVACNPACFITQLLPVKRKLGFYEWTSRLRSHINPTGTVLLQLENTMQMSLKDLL
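Spleen homogenate 1 ug + cpd (titration) + 4-MU-alpha-D-galactopyranoside 1 mM; 37C 40 min; 50 mM citrate/phosphate pH 5.0, 0.01% Tween-20; stop pH 10; fluorescence 365/440; AC50 via Hill.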
An asterisk follows results filed as active; ? = inconclusive; · = no result given; [ ] = remark or other dose. Unless noted, the call rests on the fitted dose curve; in most records, active means well fitted curve in the direction sought with a large enough effect; inconclusive means small, poorly fitted or top-dose-only effect, or another doubt; inactive means no such curve, though single readings can be large; an effect the other way counts as inactive or inconclusive. Unless noted, on the % scale 0 is the no-effect control and ±100 the full control effect; potency means the concentration at half of the fitted maximal effect.

entry	molecule	Tau fluor cs	ALDH1A1 inh	L3MBTL1 block	TR SRC2 fluor cs	TRb-SRC2 inh	Tau fibril FP	Tau ThT inhib	GLA spleen mod
1	CCc1cccc(C)c1NC(=S)N(CCCN1CCOCC1)Cc1cccnc1	-1%	?	·	0%	8%	0%	-4%	0%
2	Cc1ccsc1/C=N/NC(=O)C(=O)NCC(C)C	-6%	11%	-10%	-1%	10%	-1%	-3%	-2%
3	C=Cc1ccc(Cn2c(C)c(CNCCc3ccccc3C)c(C(=O)O)c2C)cc1	0%	·	·	-1%	-3%	-1%	-8%	·
4	CCC(C(=O)NCc1ccccc1Cl)n1c(=O)c2cccn2c2ccccc21 (centres undefined)	-18%	·	·	-24%	3%	7%	-8%	·
5	COc1ccc(OC2C=CC(C#Cc3ccccc3)OC2CO)cc1 (centres undefined)	-23%[11.6 µM]	?	·	0%[11.2 µM]	-4%[11.2 µM]	-7%[11.6 µM]	?	0%[17.5 µM]
6	C=CCc1ccccc1OCC(O)CNC(=O)c1ccccc1C(=O)O (centres undefined)	-12%	·	1%	-1%	-1%	-3%	-7%	-1%
7	NS(=O)(=O)c1ccc(NC(=O)COC(=O)CCNC(=O)NC23CC4CC(CC(C4)C2)C3)cc1	-6%	-7%	-1%	0%	2%	-6%	-1%	11%
8	O=C(CCCN1C(=O)c2ccccc2C1=O)Nc1ccc(Br)cn1	0%	12%	·	0%	3%	1%	-5%	14%
9	Cc1ccc(C(=O)N/C(=C\c2cccc([N+](=O)[O-])c2)C(=O)OCN2C(=O)c3ccccc3C2=O)cc1	-30%	-10%	1%	-3%	1%	?	?	-1%
10	S=C(NCCc1ccccc1)NC1CCCCCC1	-23%	-5%	0%	0%	1%	-4%	1%	6%
11	Cc1ccc(-c2nnc(Nc3ccc(OCC(N)=O)cc3)c3ccccc23)cc1S(=O)(=O)N(C)C	?	·	·	3%	-2%	?	?	·
12	CCCC(=O)C1CCN(Cc2ccccc2)CC1	-6%	-5%	·	0%	9%	-4%	-11%	-16%
13	COc1ccc(-c2ccc(CO)o2)cc1N	-1%	?	-25%	-2%	7%	13%	6%	0%
14	CC1=C(C(=O)NCc2ccc(Cl)cc2)C2(CCCCC2)OC1=O	-21%	·	·	-3%	7%	-3%	-9%	·
15	COc1cc(/C=N/Nc2ccc(Cl)c(C(=O)O)c2)ccc1OC(=O)c1ccco1	-27%	?	-17%	-1%	-6%	-7%	?	-4%
16	O=C(Nc1noc2ccccc12)c1cccc(F)c1	-17%	·	·	9%	-8%	-4%	-9%	·
17	O=C(COC(=O)/C=C/c1ccco1)Nc1ccc(F)cc1Cl	-11%	-9%	-6%	-3%	5%	-4%	-14%	3%
18	Nc1ccc2c(c1)OC1(CCCCC1)O2	?	?	·	-4%	7%	-10%	?	4%
19	CC(=O)N1C(C)c2ccccc2C(C)(C)CC12CCCCC2 (centres undefined)	-3%	-3%	-5%	3%	-3%	0%	-14%	1%
20	COc1cc(OC)c(S(=O)(=O)NC(C)C)cc1C(=O)O	-8%	·	-2%	-1%	-2%	-5%	-7%	2%
21	CC1(C)CC(=O)C(C=NCC2CCN(C(=S)Nc3ccccc3)CC2)=C(O)C1	-2%	·	-3%	-7%	-1%	7%	-1%	2%
22	C=CCN1C(=O)CSc2ccc(C(=O)N3CCC(C)CC3)cc21	-7%	6%	1%	-1%	-2%	-6%	-7%	-14%
23	Cc1[nH]n(-c2ccccc2)c(=O)c1C=Nc1ccc(S(=O)(=O)N=C(N)N)cc1	-14%	·	·	1%	2%	-4%	·	8%
24	CCOC(=O)c1ccc(OCc2nc(-c3cccs3)no2)cc1	-12%	1%	·	1%	5%	-5%	?	-1%
25	NC(=O)Cn1c(=O)n(CCCCCC(=O)NCc2ccc3c(c2)OCO3)c(=O)c2sccc21	-6%	·	·	1%	-4%	-7%	-12%	·
26	CCN(CCO)Cc1csc2ccc(C(C)(C)C)cc12	-2%	0%	-12%	0%	-4%	5%	0%	2%
27	CC(=O)Nc1ccc2c(c1)OCO2	-4%	2%	8%	-3%	-2%	2%	-5%	7%
28	O=C(C1=C[C@@H](c2coc3ccccc3c2=O)C[C@@H](OCc2ccc(CO)cc2)O1)N1CCN(Cc2ccccc2)CC1	-6%	0%	3%	1%	-3%	7%	-9%	4%
29	COc1ccccc1NC(=O)C(=O)N/N=C(\C)CC(=O)Nc1ccccn1	2%	0%	4%	-1%	3%	6%	?	5%
30	Cc1ccc(/C(N)=N/OC(=O)c2ccc3c(c2)OCO3)cc1	-13%	18%	4%	1%	-2%	?	?	-21%
31	CCCN(CC1CC1)C(=O)CCc1nnc(CCc2c[nH]c3ccccc23)o1	-9%	4%	27%	-9%	-10%	6%	-6%	-1%
32	CC1(C)SC2C(NC(=O)C(NC(=O)N3CCNC3=O)c3ccccc3)C(=O)N2C1C(=O)O (centres undefined)	-7%	-4%	·	-3%	7%	-1%	0%	-25%
33	CCOC(=O)C1CCN(c2c(NCCCN3CCN(Cc4ccccc4)CC3)c(=O)c2=O)CC1	-10%	-4%	·	-3%	4%	-2%	-4%	1%
34	N#CC1=C(SCc2ccccc2)NC(=O)CC1c1cccc(O)c1 (centres undefined)	-2%	8%	-1%	-5%	-4%	-4%	-2%	25%
35	COc1ccc(Cl)cc1NC(=O)c1noc2c1CCc1ccccc1-2	-14%	·	·	2%	-9%	-9%	-10%	·
36	CC(C)(C)n1cnnc1Sc1ccc([N+](=O)[O-])cn1	-24%	-1%	11%	0%	-1%	-16%	-11%	-3%
37	Nc1ccccc1NC1=CC(=O)CC(c2ccco2)C1 (centres undefined)	-10%	1%	-10%[11.4 µM]	2%	-10%	12%	-16%	-1%
38	C=Cc1c(C)c2cc3nc(cc4[nH]c(cc5nc(cc1[nH]2)C(C)=C5CCC(=O)O)c(CCC(=O)OC)c4C)[C@@]1(C)C3=CC=C(C(=O)OC)[C@H]1C(=O)OC (tested in a mixture with another compound)	·	3%[20.9 µM]	·	5%	-18%	·	·	5%[29.1 µM]
39	CC1CC2=C(C(=O)O1)C(c1ccccc1)Nc1ccccc1N2 (centres undefined)	6%	-9%	4%	-3%	-1%	-5%	4%	-6%
40	Cc1nn2c(Nc3ccccc3)c3c(nc2c1-c1ccccc1)CCC3	-8%	?	12%	-1%	-4%	?	-10%	-17%
41	FC(F)(F)c1nnc2ccc(NCc3ccccc3)nn12	-3%	3%	27%	0%	4%	-3%	-1%	5%
42	Cn1cc(Br)c(C(=O)Nc2sc3c(c2C#N)CCC3)n1	-23%	?	-8%	0%	-2%	-11%	?	-2%
43	CNS(=O)(=O)c1cc(-c2nn3c(C)nnc3c3ccccc23)ccc1C	-5%	·	·	-3%	-4%	-7%	-4%	·
44	O=C(NC1CCOC1)c1ccc(OC2CCN(CCc3ccccc3)CC2)cc1 (centres undefined)	5%	-1%	12%	-2%	5%	3%	-1%	8%
45	CC1CCCCN1C(=O)CSc1n[nH]c(-c2ccccc2)n1 (centres undefined)	-3%	·	·	-1%	4%	-3%	0%	·
46	COc1ccc(NC(=S)N2CCN(Cc3ccc(C)cc3)CC2)cc1	-16%	-7%	-14%	-1%	4%	10%	-9%	2%
47	O=C(c1cc2ccccc2o1)N1CCN=C1SCc1cccc(F)c1	-16%	8%	·	0%	-5%	-12%	-8%	9%
48	CCOC(=O)C1=C(C)NC(=S)NC1c1ccc(-c2cccc(Cl)c2C)o1 (centres undefined)	-8%	0.89µM*	5%	1%	-6%	?	0%	0%
49	COc1ccc(S(=O)(=O)Nc2cc(C)c(O)cc2C(C)C)cc1	-2%	-8%	-5%	2%	2%	6%	-11%	-3%
50	C#CCOCCOCCOCCNc1nc(N2CCN(C(=O)[C@H](Cc3cc4ccccc4[nH]3)n3cc([C@@H](N)C(C)CC)nn3)CC2)nc(N2CCN(C(=O)[C@H](CCCCN)n3cc([C@@H](N)CO)nn3)CC2)n1 (some centres undefined)	-11%	-10%	-8%	-1%	3%	-3%	?	0%
51	O=C(O)C1C2C=CC(C2)C1C(=O)NC1CCS(=O)(=O)C1 (centres undefined)	1%	22µM*	0%	1%	-3%	3%	-7%	10%
52	Cc1ccc(-c2csc(-c3c[nH]c4ccccc34)n2)cc1	7.1µM*[quencher]	-9%	·	-5%	0%	-13%	?	1%
53	O=c1nc(N/N=C/c2c[nH]c3ccccc23)cn[nH]1	-18%	·	·	-9%	-2%	-3%	·	-9%
54	CCOc1ccccc1OCc1nn2c(-c3ccc(C)cc3)nnc2s1	-2%	?	·	-2%	-1%	9%	?	?
55	COCCN1C(=O)N[C@@H](c2cccc(F)c2)C(C(=O)OC)=C1C	-18%[11.6 µM]	15%[13.5 µM]	·	-2%[11.2 µM]	-1%[11.2 µM]	-2%[11.6 µM]	-15%[11.5 µM]	0%[17.5 µM]
56	CCOc1ccc(OCC)c(NS(=O)(=O)c2cc(-c3cnc(C)o3)ccc2OC)c1	-26%	·	·	-1%	7%	4%	-1%	·
57	COc1ccc(OC)c(NC(=O)c2cc3n(n2)C(C(F)(F)F)CC(c2ccc4c(c2)OCO4)N3)c1 (centres undefined)	?	8%	-1%	-8%	1%	-5%	?	4%

Bioassay records deposited in PubChem BioAssay by National Center for Advancing Translational Sciences (NCATS).
